LYP inhibition: inhibitors of LYP phosphatase, biochemical, fluorescence intensity, uHTS (AID 1779); recombinant LYP phosphatase, fluorescence intensity; higher % means a stronger effect; one-dose inhibition, % at 11.5 µM; IC50 in µM for titrated hits; 290,000 compounds, 0.054% hits;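 note: plate controls were vehicle with enzyme for no effect and no enzyme for full effect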
M17LAP inhibition: P. falciparum M17LAP inhibitors, primary screen, biochemical, fluorogenic H-Leu-NHMec substrate, 1536-well (AID 1619); recombinant M17LAP, H-Leu-NHMec fluorogenic kinetic assay; higher % means a stronger effect; 220,000 compounds, 0.38% hits; one-dose inhibition, % at 30 µM; IC50 in µM for titrated hits;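 active = compound inhibiting the enzyme by more than half at any dose during confirmatory dose-response retesting; inconclusive = strong single-dose inhibitors picked by rank but not retested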;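 note: plate controls were full reaction with DMSO carrier for no effect and no enzyme background for full effect; strong numbers were not always called active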
Siah-1 displacement: blockers of Siah-1 interaction with plectin peptide – biochemical, fluorescence polarization, rhodamine-plectin, uHTS, primary screen (AID 1817). Siah-1 / rhodamine-plectin peptide fluorescence polarization; higher % means a stronger effect. one-dose displacement, % at 20 µM; IC50 in µM for titrated hits. 290,000 compounds, 0.02% hits;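 active = displacement of at least 50% at 20 µM, with a fluorescence ratio check between 0.3 and a set limit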;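 note: plate controls were Siah plus tracer with DMSO for no effect and tracer alone without Siah for full effect; strong numbers were not always called active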
HEK293 NOD2/NF-kB: NOD2 signaling inhibitors, cell-based, luminescence, uHTS, HEK293 (AID 1566) | HEK293 NOD2/NF-kB luciferase reporter, luminescence; higher % means a stronger effect | one-dose inhibition, % at 4 µM; EC50 in µM for titrated hits | 290,000 compounds, 0.63% hits; note: many of its hits are not listed in these tables
Hep lipid drop: modulators of hepatic lipid droplet formation. 240,000 compounds, 0.4% hits. inhibition, % at 6.5 µM. AML12 mouse hepatocytes, oleate lipid droplets, BODIPY imaging;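 active = lipid droplet intensity inhibited by at least 50%, with more than 500 cells counted; inconclusive = wells with under 300 cells, treated as cytotoxic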
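material = mouse AML12 hepatocyte cell line, fixed after treatment | also added = 100 µM oleic acid challenge | doses = compound at 6.5 µM only | schedule = overnight exposure | technique = Image-based BODIPY and DAPI two-channel analysis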
ER stress rescue: rescue of cells from ER stress-induced death, primary screen, 384-well, CSM14.1, thapsigargin, ATP luminescence (AID 1222) | cellular ATP content (survival), % at 20 µM, or EC50 in µM where a hit was titrated | 190,000 tested, under 10 active | CSM14.1 thapsigargin-induced death rescue, ATP luminescence; higher % means a stronger effect;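 active = EC50 below 50 µM in the dose-response confirmation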;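 note: death triggered by thapsigargin at about 15 µM added after 2 h compound pretreatment; cell ATP read after overnight thapsigargin exposure of roughly 18 to 22 hours; normalized against plate controls of thapsigargin alone and 5% DMSO vehicle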
AID2073: inhibitors of Mint1-CaV2.2 protein interaction, biochemical, HTRF (AID 2073); HTRF protein-protein interaction, Mint1-CaV2.2; higher % means a stronger effect; inhibition, % at 20 µM, or IC50 in µM where a hit was titrated; 290,000 compounds, 0.19% hits; in the data active = inhibition mostly above about 51%, no sharp cut-off; inconclusive = no clear call, values can overlap the other calls; inactive = mostly below about 53%; note: some results filed as inactive read as strong as hits
P. falciparum M1AAP: P. falciparum M1AAP inhibitors, biochemical, fluorogenic H-Leu-NHMec substrate, 1536-well (AID 1445); recombinant M1AAP, H-Leu-NHMec fluorogenic kinetic assay; higher % means a stronger effect; inhibition, % at 30 µM; hits with a dose series show IC50 in µM; 220,000 compounds, 0.42% hits;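 active = primary inhibition above the hit cutoff, then over 50% inhibition at one or more dose response concentrations, cut at about 23% in these data, passing the limit was not always enough; inconclusive = conflicting primary data, or primary hits not chosen for dose response; inactive = low primary inhibition, or under 50% at every dose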;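 note: plate controls were DMSO full reaction for no effect and no enzyme background for full effect; strong numbers were not always called active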
XIAP displacement: XIAP antagonists, biochemical, IAP family, fluorescence polarization (AID 1018); XIAP BIR domain, fluorescence polarization peptide displacement; higher % means a stronger effect; one-dose displacement, % at 20 µM; IC50 in µM for titrated hits; 200,000 compounds, 0.007% hits; in the data active = displacement above about 50%; note: a part of the inactive calls stands beside numbers as strong as those of hits
Hep lipid drop cells 6.5 µM: also measured in Hep lipid drop; calls as there; cell count; measured here: cell count, cytotoxicity flag;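 cells counted across two imaged fields per well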
An asterisk follows results filed as active; ? = inconclusive; · = no result given. Cut-off read from the data, not from the text of the source, unless noted: active = inhibition above about 50%; inactive = the rest. Some of the compounds tested; rates above refer to the full screens.

structure	LYP inhibition	M17LAP inhibition	Siah-1 displacement	HEK293 NOD2/NF-kB	Hep lipid drop	Hep lipid drop cells 6.5 µM	ER stress rescue	AID2073	P. falciparum M1AAP	XIAP displacement
O=C(Cn1cnc2sc3c(c2c1=O)CCCC3)NCC(=O)Nc1c(F)cccc1F	-12.9%	·	-5.0%	21.0%	-30.3	705	·	3.7%	·	·
COc1cccc(N2CCN(C(C)C(=O)NC34CC5CC(CC(C5)C3)C4)CC2)c1 (stereo unspecified)	-2.6%	·	11.4%	-3.3%	-11.0	825	·	6.5%	·	·
Cc1cc(NC(=O)COc2ncnc3sc(C)c(C)c23)no1	-5.0%	4.5%	0.1%	6.0%	4.0	664	·	3.6%	2.8%	-2.7%
CC1CCC(C(=O)NC(C(=O)NCCN2CCC(C)CC2)C(C)C)CC1 (stereo unspecified)	1.4%	12.3%	4.9%	-8.1%	8.6	691	-1.6%	-3.8%	5.5%	-3.4%
Cc1cccc(C)c1NC(=O)CC(C)c1ccccc1 (stereo unspecified)	-7.9%	·	0.2%	10.2%	-8.5	828	·	-2.7%	·	·
Cc1cc(C(=O)N/N=C(\CCC(=O)O)c2cccs2)c2ccccc2n1	-3.6%	9.7%	-5.7%	10.4%	3.1	676	-0.5%	5.9%	1.4%	-1.1%
COc1ccc(OC)c(NC(=O)CCc2nnc3ccc(N4CCC(C)CC4)nn23)c1	-8.3%	·	-1.0%	13.0%	-5.9	686	·	6.3%	·	·
S=C1SCN(Cc2cccnc2)CN1Cc1ccccc1	-1.3%	10.4%	-7.3%	7.5%	9.2	780	0.7%	11.6%	7.5%	2.8%
CN(C(=O)CSc1nc(O)cc(=O)n1C1CCCC1)c1ccccc1	-0.8%	-0.5%	-0.2%	1.7%	-13.1	689	·	-3.3%	7.8%	·
Cc1cccc(NC(=O)NCCN2CCCCC2)c1	-8.7%	·	5.7%	0.7%	-1.8	758	·	-2.6%	·	·
Cc1cc(=O)n2c(n1)NC(Nc1cccc(C)c1C)=NC2c1ccc(F)cc1 (stereo unspecified)	-3.8%	14.9%	9.2%	15.5%	5.5	686	·	6.9%	6.3%	·
Oc1ccc(O)c(-c2cnns2)c1	4.3%	-3.4%	7.1%	21.9%	2.2	633	1.7%	-12.2%	8.8%	-3.0%
COc1cc(C(CCN2CCCCC2)c2c(OC)cc(OC)c3c(C)cc(=O)oc23)cc(OC)c1OC (stereo unspecified)	-7.7%	7.1%	10.0%	18.8%	3.2	688	·	?	4.4%	·
Cc1csc(NC(=O)c2cccc(C)c2C)n1	-3.2%	-5.0%	-4.2%	-86.1%	·	·	-1.5%	-2.2%	5.4%	-5.6%
C/C(=N\NC(=O)c1cccc2ccccc12)c1cccnc1	-12.7%	·	-4.3%	8.2%	4.6	879	·	12.0%	·	·
COc1ccc(OC)c(/C=N/n2c(COc3ccccc3)n[nH]c2=S)c1	-8.7%	·	1.2%	-15.0%	-2.9	809	·	-24.9%	·	·
COc1ccc(-c2c(C)oc3c(CN4CCOCC4)c(O)ccc3c2=O)cc1OC	-4.9%	·	5.5%	-2.9%	-1.7	861	·	13.4%	·	·
COc1ccc(/C=N/NC(=O)c2nn(-c3ccccc3)c(=O)c3c(N)scc23)cc1	1.8%	8.7%	5.8%	4.4%	·	·	-1.2%	1.7%	18.8%	-1.3%
Cc1ccc2c(c1)C1(OCCCO1)C(=O)N2	-2.0%	·	-1.0%	-9.0%	-0.2	809	·	12.5%	·	·
O=C(NCc1ccco1)/C(=C\c1ccco1)NC(=O)c1cccs1	0.3%	24.1%	-4.9%	11.9%	7.9	694	-1.2%	15.7%	2.8%	-14.0%
O=C(Nc1cccc([N+](=O)[O-])c1)NC1CCS(=O)(=O)C1 (stereo unspecified)	-7.0%	·	-4.7%	-8.9%	6.7	841	·	8.9%	·	·
COC1CCCN(C(=O)c2cccc(OC3CCN(S(=O)(=O)N(C)C)CC3)c2)C1 (stereo unspecified)	-8.2%	·	-1.1%	3.3%	-0.8	768	·	-2.0%	·	·
COc1ccc(Br)c(OC)c1C(=O)NC(=O)Nc1c(F)cccc1F	-1.5%	·	4.2%	0.4%	·	·	·	4.9%	·	·
O=C(Nc1cccc(C(F)(F)F)c1)C1(c2ccccc2)CC1	0.0%	8.3%	6.7%	-5.1%	-5.1	710	0.6%	-5.0%	-2.3%	-3.6%
O=S1(=O)[C@H]2C[C@@H]3C=C[C@@]2(CN1Cc1ccccc1F)O3	-4.1%	·	-1.4%	2.0%	5.9	772	·	10.5%	·	·
CCOc1ccccc1NC(C)C(=O)Nc1cc(C(F)(F)F)ccc1N1CCOCC1 (stereo unspecified)	-3.5%	4.7%	6.8%	10.9%	-14.3	683	5.8%	-13.5%	11.5%	-1.4%
CCOc1ccc(NC(=O)C2CCN(S(=O)(=O)c3c(C)n[nH]c3C)CC2)cc1	-5.2%	-1.4%	6.4%	2.1%	·	·	0.1%	11.1%	5.1%	2.7%
CCCC(=O)NC(C)c1nc2ccccc2n1C(C)C (stereo unspecified)	-7.7%	-2.3%	-2.2%	3.6%	-8.0	648	-2.6%	5.3%	2.5%	-3.0%
Cc1cc2c(c(SCC(N)=O)n1)C(=O)OC2	2.3%	4.9%	13.2%	9.1%	11.1	678	-0.3%	-13.3%	0.6%	-5.0%
CN1CCN(C(=O)c2ccc(C3SCC(=O)N3Cc3ccco3)cc2)CC1 (stereo unspecified)	-7.7%	-2.1%	-4.0%	31.4%	·	·	-1.2%	-5.2%	-4.7%	-4.9%

The list goes on, overlapping the part above by two compounds.
structure	LYP inhibition	M17LAP inhibition	Siah-1 displacement	HEK293 NOD2/NF-kB	Hep lipid drop	Hep lipid drop cells 6.5 µM	ER stress rescue	AID2073	P. falciparum M1AAP	XIAP displacement
Cc1cc2c(c(SCC(N)=O)n1)C(=O)OC2	2.3%	4.9%	13.2%	9.1%	11.1	678	-0.3%	-13.3%	0.6%	-5.0%
CN1CCN(C(=O)c2ccc(C3SCC(=O)N3Cc3ccco3)cc2)CC1 (stereo unspecified)	-7.7%	-2.1%	-4.0%	31.4%	·	·	-1.2%	-5.2%	-4.7%	-4.9%
Brc1ccc(C2C3=C(Nc4ncnn42)c2ccccc2OC3c2ccncc2)cc1 (stereo unspecified)	5.8%	-9.3%	-2.0%	-14.8%	-8.6	765	0.9%	10.5%	-1.5%	-6.9%
CC(=O)COc1cc(C)cc2oc(=O)cc(-c3ccccc3)c12	3.2%	1.0%	3.5%	20.0%	11.2	684	-0.3%	12.4%	-0.2%	0.6%
O=C(c1cccc(F)c1)N1CCCc2ccccc21	-1.5%	·	4.7%	15.1%	8.4	836	·	7.6%	·	·
CCOC(=O)CSC1=C(C#N)C(c2ccccc2)C(C(C)=O)=C(C)N1 (stereo unspecified)	-7.9%	4.4%	-2.9%	-3.7%	·	·	-8.4%	-12.1%	9.5%	-4.0%
NS(=O)(=O)c1ccc(CCNC(c2ccccc2)c2ccccc2)cc1	-4.2%	·	2.3%	-6.1%	-1.9	815	·	14.6%	·	·
O=c1c2ccccc2c(-c2ccccc2)nn1-c1ccc(Cl)c(Cl)c1	2.5%	0.8%	0.2%	9.9%	·	·	7.4%	12.4%	7.0%	-9.8%
CCCC(=O)Nc1ccc2c(c1)nc1n2CCN(C2CCCCC2)C1	-8.7%	-29.9%	0.0%	-0.7%	-6.4	695	-1.2%	30.9%	3.3%	12.8%
CSC1=NSC2=NC(=O)/C(=C\c3coc4ccccc4c3=O)C(=N)N12	8.2%	-27.8%	9.3%	7.0%	-5.3	493	18.5%	8.6%	?	-4.5%
CN(C)N=Nc1ccc(S(=O)(=O)NC(Cc2ccccc2)C(=O)O)cc1 (stereo unspecified)	-3.6%	·	0.0%	-8.2%	·	·	·	12.2%	·	·
CCN(C(=O)CN1CCOCC1)C1(C)C(=O)c2ccccc2C1=O	-5.9%	-24.7%	-4.3%	20.9%	3.1	675	-0.9%	1.3%	0.6%	-5.3%
CCOC(=O)c1sc(=NC(=O)c2ccc(S(=O)(=O)N(C)c3ccccc3)cc2)n(C)c1C	-11.3%	-2.3%	5.3%	20.8%	2.1	727	3.7%	?	7.3%	-1.3%
Cc1ccc(S(=O)(=O)Oc2ccc(/C=C(/NC(=O)c3ccccc3)C(=O)Nc3ccccc3)cc2)cc1	0.8%	10.1%	-7.2%	2.6%	·	·	-1.6%	9.9%	-0.8%	-3.2%
Cc1oc(C(=O)O)cc1COc1ccc2c3c(c(=O)oc2c1C)CCC3	-0.5%	-14.1%	-4.2%	-22.0%	-4.0	799	-0.2%	9.9%	7.5%	-13.3%
CCOc1cccc(C(=O)Nc2ccccc2C(=O)N2CCOCC2)c1	-6.5%	·	0.0%	1.6%	-0.5	827	·	18.9%	·	·
c1ccc(Oc2cccc(OCCCCN3CCCC3)c2)cc1	-2.6%	-2.4%	-5.4%	-19.9%	-41.6	614	-1.7%	9.1%	-3.8%	-3.0%
Cc1ccc(N2CC(C(=O)Nc3ccc(S(=O)(=O)N4CCCC4)cc3)CC2=O)cc1 (stereo unspecified)	-5.5%	4.2%	1.2%	11.8%	8.6	740	-0.2%	4.5%	-0.5%	-1.5%
COC(=O)NNC(=O)CCCOc1ccc(Cl)cc1Cl	-2.0%	-4.5%	-3.2%	12.3%	-0.9	602	-0.1%	0.1%	-2.2%	-1.8%
COc1cccc(-n2c(C)n[nH]c2=O)c1	-2.1%	2.9%	10.5%	19.0%	·	·	-2.5%	?	2.5%	-1.7%
Fc1ccccc1C1c2[nH]c3ccccc3c2CCN1Cc1ccoc1 (stereo unspecified)	-2.5%	-1.6%	1.1%	7.9%	7.1	647	-1.3%	8.7%	6.1%	-1.1%
Cc1ccc(NC(=O)NNC(=O)COc2ccc3ccccc3c2)cc1	-6.6%	·	7.0%	4.5%	-9.0	704	·	14.8%	·	·

From PubChem
